OXTR agonist: human OXTR agonists, primary screen, fluorescence, CHO-OTR cells, Fluo-8 calcium; Oxytocin receptor (Homo sapiens), P30559; Fluo-8 calcium fluorescence; normalized: DMSO 0%, oxytocin 100%; activation, % at 3 µM; hit rate 0.32% among 320,000; AID 2435, 2010;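 active = activation above the mean of all tested compounds plus 3 SD, cutoff set per screening run, cut at about 20% in these data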;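 also: peak over basal fluorescence ratio from a 100 s FLIPR kinetic read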
IMP-1 inhibitor: IMP-1 metallo-beta-lactamase inhibitors, primary screen, biochemical, epi-absorbance readout, Pseudomonas aeruginosa enzyme. metallo-beta-lactamase IMP-1 (Pseudomonas aeruginosa). purified IMP-1, nitrocefin hydrolysis, epi-absorbance fluorescence. inhibition, % at 5.6 µM. hit rate 0.45% among 290,000;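 active = inhibition above the mean plus 3 SD of all compounds in the same screening run, cut at about 4.5% in these data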;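 also: 0% = IMP-1 with DMSO and 100% = DMSO wells lacking enzyme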
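System: purified IMP-1 / Input: IMP-1 dispensed at 0.2 nM / Medium: 50 mM HEPES pH 7.1, 50 µM ZnSO4, 0.05% Brij 35 / Timing: 15 min enzyme–compound preincubation, then 25 min nitrocefin reaction, 25 °C / Technique: plate fluorescence quenching by hydrolysis product, ex 480/em 530 nm / Repeats: singlicate testing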
GalR3 antag: GalR3 antagonists in HEK293 cells, primary screen, cell-based, fluorescence readout | inhibition, % at 3 µM | HEK293 GalR3-CNG cAMP membrane potential fluorescence; galR3 body fused to GalR1 C-terminus | Galanin receptor type 3 (Homo sapiens), O60755 | hit rate 0.44% among 360,000;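 active = inhibition above the screen-wide average plus 3 SD, cut at about 13% in these data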;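 also: forskolin and galanin both at EC90 stimulate the cells; cAMP rise reported by CNG channel membrane potential dye signal; 0% = forskolin plus galanin with DMSO and 100% = forskolin alone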
Target sequence (O60755 1-299 limits assumed): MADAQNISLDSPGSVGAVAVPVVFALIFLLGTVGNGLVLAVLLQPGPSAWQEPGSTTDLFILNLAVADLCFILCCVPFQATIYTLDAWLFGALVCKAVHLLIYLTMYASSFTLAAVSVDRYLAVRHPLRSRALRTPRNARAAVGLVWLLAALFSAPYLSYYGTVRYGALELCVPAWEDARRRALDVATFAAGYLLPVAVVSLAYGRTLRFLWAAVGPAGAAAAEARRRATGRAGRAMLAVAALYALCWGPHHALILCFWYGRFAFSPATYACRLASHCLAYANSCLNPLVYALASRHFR
DNA FID counter: compounds displacing fluorescent DNA intercalator, primary screen, artefact control for HCV NS3 helicase inhibitor project, biochemical, FID fluorescence. DNA fluorescent intercalator displacement. inhibition, % at 7.9 µM. AID 1845, 2009. hit rate 0.17% among 290,000; in the data active = inhibition above about 37%;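 also: 0% = vehicle and 100% = reference compound; higher means more ethidium bromide displaced from hairpin DNA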
HCV NS3 hel inh: inhibitors of HCV NS3 helicase, primary screen, biochemical, Cy5 molecular beacon fluorescence; AID 1800, 2009; NS3 helicase DNA unwinding; Hepatitis C virus NS3 helicase; hit rate 0.56% among 290,000; inhibition, % at 10.9 µM;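 active = inhibition above the mean of all tested compounds plus 3 SD, set per campaign, cut at about 35% in these data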;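 also: 0% = DMSO wells and 100% = thioflavine S control wells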
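System: Hepatitis C virus NS3 helicase domain fragment enzyme | Reagent: Annealed dual-labelled DNA beacon duplex, ATP-started | Compound dosing: 10.9 µM single point, 0.8% DMSO | Incubation: 1 h reaction at 25 °C, ATP-initiated | Technique: Cy5 fluorescence | Evaluation: Percent inhibition from t60/t0 fluorescence ratio | Benchmarks: Low DMSO, high thioflavine S at 110 µM | Replication: Singlicate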
PHOSPHO1 block: PubChem AID 1565. recombinant PHOSPHO1, absorbance phosphatase assay. Phosphoethanolamine/phosphocholine phosphatase (Homo sapiens), Q8TCT1. inhibition, % at 13.3 µM. hit rate 1.1% among 290,000; in the data active = inhibition above about 60%
GPR7 antagonist: GPR7 receptor antagonists, primary screen, cell-based, fluorescence, single concentration; Neuropeptides B/W receptor type 1 (Homo sapiens), P48145; hit rate 1.1% among 290,000; inhibition, % at 4.4 µM; GPR7-expressing cells, fluorescence antagonist assay; AID 1861, 2009; in the data active = inhibition above about 16%, passing the limit was not always enough;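 also: cells stimulated with the agonist NPW; 0% = agonist with vehicle and 100% = vehicle without agonist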
Target sequence (P48145 whole entry, looked up): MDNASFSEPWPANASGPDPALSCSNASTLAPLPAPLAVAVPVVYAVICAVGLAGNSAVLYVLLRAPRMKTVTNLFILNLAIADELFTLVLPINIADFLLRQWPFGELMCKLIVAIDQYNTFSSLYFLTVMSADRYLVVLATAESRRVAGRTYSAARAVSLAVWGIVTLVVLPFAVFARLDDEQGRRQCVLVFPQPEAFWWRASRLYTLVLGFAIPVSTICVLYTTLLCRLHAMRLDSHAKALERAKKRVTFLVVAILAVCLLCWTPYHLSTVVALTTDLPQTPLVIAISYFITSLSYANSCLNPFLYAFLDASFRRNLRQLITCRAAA
VIM-2 inhibitor: VIM-2 metallo-beta-lactamase inhibitors, primary screen, biochemical, epi-absorbance readout, Pseudomonas aeruginosa enzyme. hit rate 0.89% among 290,000. inhibition, % at 5.6 µM. purified VIM-2, nitrocefin hydrolysis, epi-absorbance fluorescence. AID 1527, 2009;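 active = inhibition above the mean of all tested compounds plus 3 SD, cutoff set per screening run, cut at about 7.5% in these data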;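 also: red hydrolysis product quenches plate fluorescence so inhibitors raise well fluorescence; 0% = enzyme with DMSO and 100% = DMSO without enzyme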
V1R ag counter: agonists of human V1a receptor, primary screen, counter-screen for OXTR agonist project, fluorescence, CHO-V1R cells. Vasopressin V1a receptor (Homo sapiens), P37288. Fluo-8 calcium fluorescence, agonist mode; 0% DMSO, 100% 3 nM vasopressin. activation, % at 3 µM. hit rate 0.25% among 320,000;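 active = activation above the mean activation of all tested compounds plus 3 SD, per screening run, cut at about 20% in these data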;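 also: signal is peak over basal fluorescence ratio across a 100 second FLIPR read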
Target sequence (P37288 whole entry, looked up): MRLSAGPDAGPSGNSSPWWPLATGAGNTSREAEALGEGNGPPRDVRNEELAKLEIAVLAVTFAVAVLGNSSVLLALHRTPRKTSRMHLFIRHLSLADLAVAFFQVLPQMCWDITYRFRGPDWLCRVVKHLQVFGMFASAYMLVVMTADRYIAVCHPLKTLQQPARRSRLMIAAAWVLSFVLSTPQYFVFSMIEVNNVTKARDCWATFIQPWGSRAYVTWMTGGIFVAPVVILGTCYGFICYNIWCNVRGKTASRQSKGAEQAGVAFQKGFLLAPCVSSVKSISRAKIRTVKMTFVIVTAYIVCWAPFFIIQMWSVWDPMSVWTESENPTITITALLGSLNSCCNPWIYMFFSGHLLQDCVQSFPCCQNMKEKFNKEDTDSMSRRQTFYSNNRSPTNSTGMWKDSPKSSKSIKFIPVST
Numbers without * were called inactive; · = no result given.

The line under a structure holds: OXTR agonist, IMP-1 inhibitor, GalR3 antag, DNA FID counter, HCV NS3 hel inh, PHOSPHO1 block, GPR7 antagonist, VIM-2 inhibitor, V1R ag counter
- Cc1ccc(C(=O)OCC(=O)NCCC2=CCCCC2)s1
  -1.9, 0.0, -8, -22, 3, -16, 2, 1.0, 0.3
- CCCCC(=O)NCc1ccccc1Cl
  0.2, -1.1, -7, 2, 1, 44, 2, 0.6, 0.1
- Cc1cccc(-[n+]2c(-c3cccc(Br)c3)[nH]c3nc4ccccc4nc32)c1
  -1.7, -2.9, 4, -3, -5, 0, -10, -4.4, -0.5
- CC(=O)Nc1ccc(N/C(C)=C/C(=O)c2cccnc2)cc1
  0.1, -0.4, -4, 1, -9, 8, 2, -0.3, -0.6
- CSCC[C@H](NC(=O)NCc1ccc(F)cc1)C(=O)O
  0.0, -0.1, -4, 2, 1, -25, 6, -3.6, -0.4
- COc1ccc(C(=O)N/C(=C\c2cn(S(=O)(=O)N(C)C)c3ccccc23)C(=O)NCCCn2ccnc2)cc1
  0.6, -1.5, 1, 22, -55, 24, 2, 0.2, -0.8
- Cc1ccc(S(=O)(=O)N2CCN(c3nc(C(C)C)c4c(c3C#N)CC(C)(C)OC4)CC2)cc1
  -0.6, -5.3, -8, -2, -6, 16, -3, -3.5, -0.3
- O=C(NCc1ccc(F)cc1)c1c2c(nc3ccccc13)CCC2
  -0.4, -1.8, 4, -5, 22, 48, -15, 0.1, -0.6
- C=CCN(c1ccccc1)S(=O)(=O)c1ccc(Cl)c(C(=O)OCC(=O)c2[nH]c(C)c(C(C)=O)c2C)c1
  -0.8, -2.3, -9, -12, -6, 5, -14, -1.5, 1.2
- COC(=O)CSc1nnc(CNC(=O)c2ccccc2F)n1-c1ccc(F)cc1
  1.1, -1.2, 0, 5, 0, 48, -2, -0.3, 0.7

The line under a structure holds: OXTR agonist, IMP-1 inhibitor, GalR3 antag, DNA FID counter, HCV NS3 hel inh, PHOSPHO1 block, GPR7 antagonist, VIM-2 inhibitor, V1R ag counter
- Cc1ccc(C(=O)c2ccc(O)cc2)cc1C
  -0.7, -1.4, -3, -8, -12, 16, -5, 0.2, 0.2
- O=C(O)CSc1ncnc2sc3c(c12)CCCC3
  0.2, -0.6, -4, -8, -5, 10, 2, 2.7, -0.4
- Cc1ccc(S(=O)(=O)N2CCN(C(=O)C3CCCCC3)CC2)cc1
  0.1, -4.5, -2, -19, -19, -26, 1, -3.2, 0.4
- O=C(c1nc2ccc(Cl)cn2c1CN1CCC(O)CC1)N1CCc2ccccc2C1
  1.4, -1.9, 11, -11, 1, 58, -5, -0.9, 0.5
- COc1cccc(-c2ccc(C#N)c(=O)[nH]2)c1
  -0.7, -3.1, -5, -16, -10, 42, -7, -0.8, 0.3
- O=C(CSc1ccc(-c2ccccn2)nn1)N1CCCC1
  0.5, -4.9, -2, -6, 5, 2, -1, 0.7, 0.7
- CC(=O)N1CCc2[nH]c3ccc(C)cc3c2C1
  0.5, -2.3, -1, -3, -8, 19, -16, -0.4, 1.1
- Cc1nnc(C)c2c(C)n(C(C)c3ccccc3)c(C)c12 (stereo unspecified)
  -0.7, -1.5, -2, -6, 11, 22, -6, -1.2, 0.8
- CS(=O)(=O)N(CC(=O)N1CCCCC1)c1ccc2c(c1)OCO2
  1.0, -4.0, -9, -13, 1, 16, -1, 0.6, 1.2
- Cc1cc(=O)oc2cc(OC(=O)CCN3C(=O)c4ccccc4C3=O)ccc12
  1.8, -3.4, -8, -5, 3, 4, -9, 0.2, 0.4

The line under a structure holds: OXTR agonist, IMP-1 inhibitor, GalR3 antag, DNA FID counter, HCV NS3 hel inh, PHOSPHO1 block, GPR7 antagonist, VIM-2 inhibitor, V1R ag counter
- CCn1c(CCC(=O)O)nc2cc(S(=O)(=O)N(C)C)ccc21
  0.7, -3.6, -3, -2, 7, -10, -4, -3.7, -0.3
- CC(=O)Nc1cccc(NS(=O)(=O)c2cccc3nsnc23)c1
  -0.1, -3.3, 0, -5, 8, 10, -8, -0.7, 0.8
- CCOc1ccc(C(=O)NCC(=O)OCC(=O)Nc2ccc(C)c(S(=O)(=O)N(C)C)c2)cc1
  -1.8, -1.4, -5, -10, -8, 17, -19, -0.8, -0.1
- CCOC(=O)c1c(-c2ccc(C)cc2)csc1NC(=O)C1CCCO1 (stereo unspecified)
  1.2, -2.8, 0, -13, -6, -8, -13, -0.4, 1.5
- O=[N+]([O-])c1ccc(/C=N/N2CCCCC2)cc1
  -0.1, -2.5, -10, -1, 6, 7, 2, 0.8, 1.3
- CNC(=S)N1CCN(C(=O)C2CCCO2)CC1 (stereo unspecified)
  0.4, -4.1, -1, 2, 2, 9, 1, -0.2, -1.0
- N#Cc1nc(N)nc(N(c2ccccc2)c2ccccc2)n1
  0.1, -3.6, -5, -1, -5, 16, 3, -2.4, 0.3
- COc1ccccc1C(=O)C1CCCN(C(=O)c2ccccn2)C1 (stereo unspecified)
  -0.3, -0.9, 5, -5, 10, 35, -12, -0.2, 1.1
- CC(CN1CCOCC1)OC(=O)c1ccc(Br)cc1 (stereo unspecified)
  0.1, -3.9, 1, -2, 3, 32, 0, -0.7, 0.9
- O=C(OCCN1CCN(C2=NS(=O)(=O)c3ccccc32)CC1)c1cccc(Br)c1
  7.9, -2.8, 1, -39, -8, 25, -9, -2.4, 11

The line under a structure holds: OXTR agonist, IMP-1 inhibitor, GalR3 antag, DNA FID counter, HCV NS3 hel inh, PHOSPHO1 block, GPR7 antagonist, VIM-2 inhibitor, V1R ag counter
- CCC1=C2CC[C@H]3C(=O)N(C)C(=O)[C@H]3[C@H]2[C@@]2(Cc3ccccc3)C(=NCCOC)OC(=O)N2C1=O
  -0.7, ·, -4, ·, ·, 9, ·, ·, -0.3
- Cc1cccc(C(=O)NNC(=O)c2ccco2)c1O
  1.6, -2.4, -2, -3, -3, 40, 5, -3.9, 0.4
- O=C1c2ccccc2-c2c1cccc2C(=O)N(CCO)CCO
  0.3, -2.1, -6, 0, -3, -32, 0, -2.4, -0.1
- Cc1cccc(NC(=O)C2C(c3ccccc3)C2(Cl)Cl)c1C (stereo unspecified)
  -3.5, -3.2, -5, -4, -5, 18, -4, -2.3, -0.4
- CCOc1ccc(Nc2nc(N)c([N+](=O)[O-])c(NCc3ccccc3)n2)cc1
  -0.7, -2.0, -4, -2, -9, -10, -19, -2.4, -0.2
- COc1cccc(CN(C)C(=O)C23CC4CC(CC(NC(C)=O)(C4)C2)C3)c1OC
  ·, -3.3, -1, -43, -7, -6, -9, -2.5, ·
- CC(C)Oc1ccc(C(=O)/C(=C\c2cccs2)c2nc3ccccc3o2)cc1
  1.0, -1.7, -8, -8, -5, -11, -10, -2.6, 0.3
- CCOC(=O)c1ccc(N(CC(=O)NC2CCCCC2)C(=O)CNC(=O)c2ccco2)cc1
  1.0, -3.3, -7, -37, 3, 16, -1, -4.1, 0.4
- Cn1nc(-c2ccccc2)cc1NS(=O)(=O)c1ccc(C#N)cc1
  0.4, -2.3, 0, -16, 10, 29, -6, -3.1, 0.6
- COc1ccc(N(CC2CO2)S(=O)(=O)c2ccccc2)cc1 (stereo unspecified)
  0.2, -0.4, -7, -1, -1, 36, -4, -0.4, 1.0

A draw from above in order of SMILES length, ascending:
The line under a structure holds: OXTR agonist, IMP-1 inhibitor, GalR3 antag, DNA FID counter, HCV NS3 hel inh, PHOSPHO1 block, GPR7 antagonist, VIM-2 inhibitor, V1R ag counter
- Cn1nc(-c2ccccc2)cc1NS(=O)(=O)c1ccc(C#N)cc1
  0.4, -2.3, 0, -16, 10, 29, -6, -3.1, 0.6
- CCOc1ccc(Nc2nc(N)c([N+](=O)[O-])c(NCc3ccccc3)n2)cc1
  -0.7, -2.0, -4, -2, -9, -10, -19, -2.4, -0.2
- COc1cccc(CN(C)C(=O)C23CC4CC(CC(NC(C)=O)(C4)C2)C3)c1OC
  ·, -3.3, -1, -43, -7, -6, -9, -2.5, ·

(more compounds)
The line under a structure holds: OXTR agonist, IMP-1 inhibitor, GalR3 antag, DNA FID counter, HCV NS3 hel inh, PHOSPHO1 block, GPR7 antagonist, VIM-2 inhibitor, V1R ag counter
- O=C(Nc1ncccc1O)c1ccc2ccccc2c1
  -0.2, -1.2, 1, -6, 3, 25, -8, -2.8, 1.6
- Cc1[nH]c2ccccc2c1SCC(=O)Nc1nccs1
  0.1, -3.6, -6, -1, -3, 53, 2, -3.8, 0.6
- CN(C)CCNC(=O)c1nn(C)c2c1CCc1ccccc1-2
  0.5, -1.4, -12, -2, -5, 20, -5, -0.6, -0.3
- COc1cc(/C=N/Nc2ccccn2)ccc1O
  -1.4, -6.5, 3, 3, 4, 28, -16, -4.7, -0.2
- Cc1cc(C)c(NC(=O)CCCC(=O)O)c(Cl)c1
  1.6, -1.2, 3, 1, -3, -11, -6, -1.4, 1.6
- CCC(C)n1c(S(=O)(=O)O)nc2ccccc21 (stereo unspecified)
  -0.4, -4.1, -8, -2, 5, 16, 2, -5.1, -0.2
- c1ccc(Cn2c(-c3ccco3)nc3nc4ccccc4nc32)cc1
  -1.9, -1.2, -2, -19, 19, 5, -2, -0.8, -0.4
- COc1ncnc(OC)c1S(=O)(=O)Nc1ccc(C(F)(F)F)cc1
  5.1, -4.1, -12, -10, 5, 24, -14, -3.3, 2.4
- COc1cccc(-c2nnc(SCc3ccc(C#N)cc3)n2Cc2ccco2)c1
  -0.5, -2.4, -3, -30, -7, 65*, 21, 0.4, 0.2
- C[C@H]1CC[C@@]2(O[C@@H](CCO)C[C@@H](O)[C@@H]2O)O1
  0.0, -2.6, -3, -1, 1, -12, -15, -0.9, 1.2

An excerpt of these results, bar-delimited.
structure | OXTR agonist | IMP-1 inhibitor | GalR3 antag | DNA FID counter | HCV NS3 hel inh | PHOSPHO1 block | GPR7 antagonist | VIM-2 inhibitor | V1R ag counter
COc1ncnc(OC)c1S(=O)(=O)Nc1ccc(C(F)(F)F)cc1 | 5.1 | -4.1 | -12 | -10 | 5 | 24 | -14 | -3.3 | 2.4
COc1cccc(-c2nnc(SCc3ccc(C#N)cc3)n2Cc2ccco2)c1 | -0.5 | -2.4 | -3 | -30 | -7 | 65* | 21 | 0.4 | 0.2
C[C@H]1CC[C@@]2(O[C@@H](CCO)C[C@@H](O)[C@@H]2O)O1 | 0.0 | -2.6 | -3 | -1 | 1 | -12 | -15 | -0.9 | 1.2
